STEP block: STEP phosphatase inhibitors, primary screen, biochemical, fluorescence intensity, uHTS | inhibition, % at 20 µM | recombinant STEP, OMFP fluorogenic substrate | 360,000 tested, 0.25% active | Tyrosine-protein phosphatase non-receptor type 5 (Homo sapiens), P54829 | AID 588621, 2011;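 active = inhibition at 20 µM, scaled per plate between control wells, above about 37%, limit read from the data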;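 also: 0% = DMSO with enzyme and substrate and 100% = substrate only without enzyme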
Target sequence (P54829 whole entry, looked up): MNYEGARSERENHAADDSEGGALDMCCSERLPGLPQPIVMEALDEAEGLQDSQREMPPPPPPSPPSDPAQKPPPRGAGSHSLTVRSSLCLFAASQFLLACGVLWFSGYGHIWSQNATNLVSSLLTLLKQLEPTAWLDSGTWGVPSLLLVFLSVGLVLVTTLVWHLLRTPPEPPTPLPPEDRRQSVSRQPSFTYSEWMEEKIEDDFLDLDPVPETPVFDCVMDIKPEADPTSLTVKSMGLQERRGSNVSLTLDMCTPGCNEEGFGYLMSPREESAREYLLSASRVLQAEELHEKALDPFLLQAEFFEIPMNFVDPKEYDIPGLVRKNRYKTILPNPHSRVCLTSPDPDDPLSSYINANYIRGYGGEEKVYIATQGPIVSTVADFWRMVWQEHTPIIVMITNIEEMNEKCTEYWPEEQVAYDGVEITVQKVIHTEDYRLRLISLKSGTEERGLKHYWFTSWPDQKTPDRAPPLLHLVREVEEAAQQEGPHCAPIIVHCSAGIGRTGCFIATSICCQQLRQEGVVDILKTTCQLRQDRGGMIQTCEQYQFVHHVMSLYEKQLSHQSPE
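Assay system: isolated STEP enzyme. Buffer or medium: pH 6.0 Bis-Tris with DTT and Tween 20. Also added: fluorogenic phosphatase substrate OMFP at 25 µM final. Dosing: 20 µM, 1% DMSO. Timing: 20 min reaction, room temperature, in the dark. Measured by: fluorescence intensity, excitation 480 nm, emission 540 nm. Evaluation: normalized % inhibition.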
DNMT1 inh: human DNMT1 methyltransferase inhibitors, primary screen, biochemical, molecular beacon, fluorescence, HinP1I cleavage, uHTS; inhibition (reported as % activation of signal), % at 10 µM; 360,000 tested, 0.83% active; DNA (cytosine-5)-methyltransferase 1 (Homo sapiens), P26358; in the data active = inhibition above about 50%
CSN deneddyl inh: inhibitors of CSN-mediated cullin deneddylation, primary screen, biochemical, fluorescence polarization, uHTS. Purified CSN, SCF-Nedd8-OG deneddylation. COP9 signalosome complex subunit 5 (Homo sapiens), Q92905. 360,000 tested, 0.38% active. inhibition, % at 12.5 µM;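 active = pattern-corrected inhibition above about 35%, with an unprinted fluorescence ratio check between 0.5 and 1.5, limit read from the data, passing the limit was not always enough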;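 also: 0% = enzyme with substrate and 100% = substrate without enzyme; some results filed as inactive read as strong as hits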
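Assay system: Purified human Csn5 enzyme expressed in HEK293T cells | Amount: Enzyme 0.24 nM | Measured by: Fluorescence polarization readout | Medium: Tris/NaCl/DTT buffer, pH 7.5 | Compound dosing: One concentration, 12.5 µM, 0.25% DMSO | Times: 90 min incubation of compound, enzyme and substrate at room temperature | Control set: no-enzyme wells high, enzyme-with-substrate wells low | Read-out: % inhibition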
Rpn11 inh: Rpn11 (PSMD14) deubiquitinase inhibitors, primary screen, biochemical, fluorescence polarization, uHTS. calls only at 20 µM. human 26S proteasome, Ub4-pepOG fluorescence polarization; 20S core pre-blocked with epoxomicin. 360,000 tested, 0.59% active;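 active = inhibition at 20 µM, scaled to each plate's controls, above about 33%, limit read from the data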
LMPTP inh: LMPTP phosphatase inhibitors, primary screen, biochemical, fluorescence intensity, uHTS; recombinant LMPTP-A, OMFP fluorogenic substrate; Low molecular weight phosphotyrosine protein phosphatase (Homo sapiens), P24666; AID 651560, 2012; 360,000 tested, 0.22% active; inhibition, % at 20 µM;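 active = compounds that cut the enzyme signal by at least half of the control window in the single-dose screen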;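 also: plate controls were DMSO wells with enzyme plus substrate for no effect and substrate without enzyme for full effect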
Target sequence (P24666 whole entry, looked up): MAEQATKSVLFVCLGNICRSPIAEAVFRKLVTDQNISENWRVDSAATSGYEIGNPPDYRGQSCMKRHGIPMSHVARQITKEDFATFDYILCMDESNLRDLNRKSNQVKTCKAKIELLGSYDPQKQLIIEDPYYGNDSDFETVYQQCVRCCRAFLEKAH
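Test system: LMPTP-A phosphatase enzyme; input: 0.625 nM LMPTP-A final; reagent: OMFP substrate, 400 µM final; compound dosing: 20 µM single dose, 3% DMSO; incubation: 50 min dark incubation at room temperature; measured by: endpoint fluorescence intensity from OMFP dephosphorylation; measure: % inhibition relative to no-enzyme and uninhibited control wells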
NadD block: inhibitors of S. aureus NadD, primary screen, biochemical, colorimetric, uHTS. AID 602399, 2012. purified NadD enzyme, colorimetric absorbance read-out. 360,000 tested, 0.78% active. inhibition, % at 20 µM. Nicotinate-nucleotide adenylyltransferase NadD (Staphylococcus aureus N315); in the data active = inhibition above about 26%; also: some compounds past the cut are filed as inactive
SUMO1 PPI mod: modulators of SUMO1 protein-protein interactions, primary screen, biochemical, uHTS; 360,000 tested, 0.33% active; AID 602429, 2012; SUMO1 binding to a labelled peptide, TR-FRET, 1 h; inhibition, % at 20 µM; in the data active = inhibition above about 37%
Target sequence (P63165 whole entry, looked up): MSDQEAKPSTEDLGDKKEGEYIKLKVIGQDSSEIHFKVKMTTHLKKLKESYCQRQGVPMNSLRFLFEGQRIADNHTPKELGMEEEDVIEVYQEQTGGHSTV
Scp1 inh: Scp-1 phosphatase inhibitors, primary screen, biochemical, colorimetric, uHTS. Carboxy-terminal domain RNA polymerase II polypeptide A small phosphatase 1 (Homo …. Recombinant Scp1, phosphopeptide, malachite green phosphate absorbance. inhibition, % at 20 µM. 340,000 tested, 0.88% active. AID 493091, 2011;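 active = inhibition above about 50% at 20 µM, limit read from the data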;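 also: plate controls were DMSO wells with enzyme for no effect and wells lacking enzyme for full effect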
Target sequence (Q9GZU7 76-261 limits assumed): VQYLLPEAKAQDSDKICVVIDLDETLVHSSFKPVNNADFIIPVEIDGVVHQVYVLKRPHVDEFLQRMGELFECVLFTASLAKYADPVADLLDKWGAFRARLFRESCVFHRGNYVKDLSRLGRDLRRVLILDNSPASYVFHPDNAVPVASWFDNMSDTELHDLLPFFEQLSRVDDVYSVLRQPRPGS
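System: truncated SCP-1 phosphatase (76-261aa); medium: Tris acetate buffer pH 5.5 with MgCl2 and Tween-20; incubation: 45 min room-temperature reaction, 5 min colour, 30 min stabiliser; compound: single 20 µM dose, 1% DMSO; reagent: Phosphorylated 17-residue peptide substrate; read-out: % inhibition at 20 µM; technique: colorimetric free-phosphate detection, absorbance 630 nm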
Tb MetRS inh: T. brucei MetRS inhibitors, primary screen, biochemical, luminescence | inhibition, % at 11.9 µM | methionyl-tRNA synthetase (Trypanosoma brucei brucei) | purified T. brucei MetRS, ATP depletion, Kinase-Glo luminescence | 360,000 tested, 0.4% active;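 active = inhibition above a per-plate cutoff of the control wells' mean inhibition plus 3 SD, cut at about 5.5% in these data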;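 also: 0% = DMSO wells median and 100% = median of wells with control inhibitor compound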
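Material: T. brucei methionyl-tRNA synthetase, purified; reagent: substrates ATP, L-methionine and bulk Escherichia coli tRNA; dosing: 11.9 µM single point; timing: 15 min plus 2 h at 25 °C; detection: luminescence of leftover ATP; evaluation: % inhibition; control set: DMSO-only wells as low control; replicates: singlicate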
MsrA inhibitor: bovine MsrA enzyme inhibitors, primary screen, biochemical, absorbance, HTS; purified bovine MsrA, absorbance read-out; inhibition, % at 15.5 µM; 360,000 tested, 0.75% active; in the data active = inhibition above about 4.5%;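 also: 0% = vehicle wells with enzyme and 100% = reference inhibitor wells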
Active calls of the source: *; i = inactive; . = no result given; + = active, no number; & = joins results of further samples. Random draw from the library, and some 3.9% of all compounds hit somewhere here.

SMILES | STEP block | DNMT1 inh | CSN deneddyl inh | Rpn11 inh | LMPTP inh | NadD block | SUMO1 PPI mod | Scp1 inh | Tb MetRS inh | MsrA inhibitor
O=C1C(F)=CC(COC(c2ccccc2)(c2ccccc2)c2ccccc2)OC1n1cc(F)c(=O)[nH]c1=O (configuration not stated) | -3.4 | 34.4 | 4.4 | i | 1.5 | 50.6* | 12.1 | -5.3 | 0.2 | 0.9
CCOc1ccc(Oc2c(/C=N/NC(=O)C3CC3)c(C)nn2-c2ccccc2)cc1 | 1.3 | 2.7 | -14.2 | i | 1.9 | -2.8 | -7.7 | -12.9 | -0.3 | -0.4
C=CCn1c(SCC(=O)OCC)nc2cc(C(=O)NCc3ccco3)ccc2c1=O | 0.4 | 0.7 | 4.6 | i | -1.7 | 2.0 | 0.0 | -2.5 | -0.9 | 0.8
CCCCCC(=O)N1C[C@@H](n2cc(C3CC3)nn2)[C@H](O)C[C@@H]1c1ccc(C)cc1 | 0.5 | 4.7 | -2.6 | i | -0.3 | -1.4 | 0.4 | . | -1.1 | -0.3
O=C1NC(=S)SC1=Cc1ccccc1C(=O)O | 1.9 | -2.2 | 3.4 | i | -1.4 | 3.0 | 1.9 | . | -0.4 | 3.9
FC(F)(F)c1cccc(NC(=S)NCCN2CCOCC2)c1 | 3.1 | 4.5 | -14.4 | i | -4.8 | -4.3 | -2.3 | -1.4 | -0.7 | -0.8
CCC(=O)NC(=S)Nc1ccc2oc(-c3ccc(OC)cc3)nc2c1 | -2.3 | -6.5 | -4.7 | i | 0.3 | 2.7 | 2.0 | -4.7 | -0.4 | 1.6
CCOC(=O)c1oc2ccc(Br)cc2c1CSc1nnc(C)s1 | -1.8 | -2.9 | -0.5 | i | 3.2 | -6.0 | -5.0 | -6.0 | -0.6 | -0.7
CC1CCCCC1NC(=O)CSc1nncs1 (configuration not stated) | -5.6 | 4.0 | -2.2 | i | -1.2 | 0.6 | 14.9 | -7.8 | 0.0 | 0.0
Cn1c(SCC(=O)Nc2ccc3c(c2)OCCO3)nnc1-c1ccco1 | 0.8 | 2.5 | 0.6 | i | -1.5 | -2.8 | 2.6 | 2.6 | -2.2 | 1.8
Cc1cccc(NC(=O)CSc2nc(C)c(Cc3ccccc3)c(=O)[nH]2)c1 | -0.9 | -2.1 | -2.0 | i | 1.2 | 3.6 | 5.0 | 4.9 | 0.0 | 2.7
CCCc1cc(C(=O)N2CCCC(N3CCN(c4ccc(F)cc4)CC3)C2)no1 (configuration not stated) | -0.4 | 0.3 | -5.2 | i | 0.8 | -8.6 | 3.5 | -4.7 | -0.2 | 0.9
CC(C)Cn1cc(C(=O)N2CCOCC2)c2c3ccccc3n(C)c2c1=O | -4.4 | -1.3 | 0.9 | i | -0.7 | 10.2 | -6.0 | -1.8 | -0.7 | 1.0
C[C@H](NC(=O)c1ccccc1)C(=O)N1CCN(Cc2ccc3c(c2)OCO3)CC1 | -1.3 | -0.3 | 0.5 | i | -0.8 | -1.9 | -0.1 | -10.0 | -0.2 | 2.4
C[C@H](CO)N1C[C@H](C)[C@H](CN(C)Cc2ccncc2)Oc2ncc(C#CC3CC3)cc2C1=O | -2.3 | 1.6 | -2.0 | i | -2.2 | -2.8 | 3.2 | . | 0.3 | -1.8
O=C(CSc1ncnc2c1nnn2Cc1ccccc1F)N1CCN(c2ccccc2)CC1 | 4.7 | -1.1 | -0.2 | i | 6.4 | -3.8 | -3.3 | 2.6 | 0.1 | 0.9
O=C(CCc1ccccc1)Nc1nnc(-c2ccccn2)o1 | -2.7 | -0.4 | -2.6 | i | -1.5 | 0.4 | 4.3 | -0.8 | -0.6 | 2.0
CCOCCc1nnc(NC(=O)CS(=O)(=O)Cc2ccccc2)s1 | 6.0 | 3.9 | -1.8 | i | -0.5 | -0.8 | 3.1 | 8.9 | -0.1 | 0.4
COc1cccc(CNc2nc3cc(-c4cccc(Cl)c4)sc3c(=O)n2C)c1 | 1.1 | -2.0 | -2.8 | i | 2.8 | 8.5 | -10.0 | . | -0.2 | 1.0
CC(=O)Nc1cc(-c2ccc(S(C)(=O)=O)cc2)cn2c(-c3ccc(F)c(Cl)c3)cnc12 | 4.1 | -5.4 | -3.1 | i | 3.1 | 4.7 | -14.0 | . | -0.1 | 0.6
CCN1CCN(Cc2ccc(NC(=O)c3ccc(C)c(NC(=O)c4cccc5[nH]ccc45)c3)cc2C(F)(F)F)CC1 | -0.3&-4.2 | -20.7&-14.6 | 9.2&23.4 | i | 1.1&1.6 | 14.7&10.9 | -22.6&-27.9 | 16.6 | -1.4&-0.4 | -0.3&1.6
COc1ccc(Cc2nnc(SCC(=O)NCc3ccco3)o2)cc1 | -2.0 | 4.8 | -0.2 | i | -0.2 | 5.6 | -2.8 | 2.4 | -0.9 | 0.2
O=C(CN1CCN(c2ccc([N+](=O)[O-])cc2)CC1)Nc1ccccn1 | 0.5 | 4.1 | -5.6 | i | -0.4 | -1.7 | -23.3 | -3.1 | -0.3 | 1.2
CCOC(=O)NC(=O)/C(C#N)=C\c1ccccc1 | -2.1 | -4.1 | 2.3 | i | 0.4 | 5.7 | -4.4 | -0.8 | -0.5 | -0.1
CCC(=O)c1ccc(OC)c(OC)c1OCc1ccccc1 | -2.3 | -2.0 | 1.8 | i | -0.9 | -6.3 | 1.9 | -10.4 | -0.6 | -1.2
O=C(O)CSc1nnc(-c2ccc3c(c2)OCO3)n1-c1ccccc1 | 0.0 | -0.1 | -7.5 | i | -1.0 | 0.4 | 3.8 | -4.5 | 0.5 | -1.5
CC(=O)c1ccc(-n2nnnc2SCC(=O)N2CCN(C(=O)c3ccco3)CC2)cc1 | -3.8 | 1.1 | 1.2 | i | -3.1 | -3.3 | 0.3 | 3.6 | -0.8 | -0.3
O=Cc1ccccc1OCCOc1ccccc1C=O | -3.3 | 4.1 | 1.4 | i | -1.1 | 4.5 | 15.4 | -7.2 | 0.1 | 2.0
CCOC(=O)/C=C1\CC(C(=O)OCC)Oc2c(OC)cccc21 (configuration not stated) | -1.3 | 6.6 | 0.0 | i | -0.7 | 38.9* | -4.6 | 103.5* | -1.2 | 0.4
CCN(CC)c1nc(-c2cccc(OC)c2O)nc2ccccc12 | -0.4 | -5.5 | 0.1 | i | 5.1 | 1.9 | 0.5 | 2.6 | -0.3 | -0.1
C=CCN1C=CC(=O)[C@@H](O)[C@H]1c1ccccc1Br | 2.7 | 2.5 | -3.1 | i | -1.8 | -0.6 | 1.5 | -4.2 | -0.8 | 2.2
CCc1noc(C)c1C(=O)Nc1ccc(F)c(F)c1F | -1.8 | -1.5 | -4.0 | i | -1.8 | -4.6 | -3.0 | -0.4 | -0.2 | -1.5
CC1C(=O)Nc2ccc(S(=O)(=O)N3CCCCCC3)cc21 (configuration not stated) | -1.0 | 2.1 | 0.1 | i | -4.6 | 3.5 | -2.3 | -5.0 | -0.3 | -0.9
CCS(=O)(=O)c1nc(S(=O)(=O)c2ccc(C)cc2)c(N2CCC(C)CC2)s1 | -0.9 | -1.4 | 0.7 | i | 0.2 | -7.1 | 3.4 | -13.3 | -0.2 | 0.1
CCOC(=O)N1CCC(NC(=O)c2ccc3nc(N4CCOCC4)sc3c2)CC1 | 4.5 | 5.9 | 0.0 | i | -0.9 | -2.9 | -1.2 | 8.2 | -1.1 | 0.1
COC(=O)c1nnn(CC(=O)NC(=O)Nc2ccccc2)c1C(=O)OC | -1.5 | 1.8 | 1.8 | i | -1.8 | 2.3 | 3.5 | -3.7 | 6.2* | -0.9
O=C(CCN1C(=O)c2cccc3cccc(c23)C1=O)N1CCOCC1 | -4.6 | 5.6 | -0.8 | i | -1.7 | -3.0 | -20.6 | -2.5 | -0.6 | 3.3
CCOC(=O)c1cc(-c2ccccc2)n(CC(=O)O)c1C | -2.0 | -1.2 | 4.9 | i | -1.6 | 1.4 | 0.7 | -7.5 | -0.4 | 0.1
COc1cc(OC)cc(C(=O)n2nc(C)cc2C)c1 | 2.1 | 0.3 | 1.9 | i | -1.3 | -3.8 | 4.7 | -3.7 | 0.1 | 0.4
COc1cc(CCC(=O)OCC(=O)Nc2ccc(C(N)=O)cc2)cc(OC)c1OC | 1.4 | -1.8 | -1.3 | i | -0.1 | 3.1 | 2.8 | -2.2 | -0.7 | 1.6
CCCc1cc(=O)oc2cc(OCC(=O)Nc3ccc(S(N)(=O)=O)cc3)ccc12 | 68.8* | 32.3 | 104.2* | + | 83.8* | 6.8 | 55.4* | 99.6* | -0.1 | 0.3
O=C(CN1CCN(S(=O)(=O)c2ccc(F)cc2)CC1)Nc1ccc2c(c1)OCO2 | 1.8 | -5.0 | -0.2 | i | 0.1 | 0.9 | 0.3 | 4.5 | -1.5 | -0.6

Among those listed so far, 3 have a COOH group.
SMILES | STEP block | DNMT1 inh | CSN deneddyl inh | Rpn11 inh | LMPTP inh | NadD block | SUMO1 PPI mod | Scp1 inh | Tb MetRS inh | MsrA inhibitor
O=C1NC(=S)SC1=Cc1ccccc1C(=O)O | 1.9 | -2.2 | 3.4 | i | -1.4 | 3.0 | 1.9 | . | -0.4 | 3.9
O=C(O)CSc1nnc(-c2ccc3c(c2)OCO3)n1-c1ccccc1 | 0.0 | -0.1 | -7.5 | i | -1.0 | 0.4 | 3.8 | -4.5 | 0.5 | -1.5
CCOC(=O)c1cc(-c2ccccc2)n(CC(=O)O)c1C | -2.0 | -1.2 | 4.9 | i | -1.6 | 1.4 | 0.7 | -7.5 | -0.4 | 0.1
